# PKM2 activator = qHTS Assay for Activators of Human Muscle isoform 2 Pyruvate Kinase | Pyruvate kinase PKM (Homo sapiens), P14618 | hit rate 0.34% among 260,000 | AID 1631, 2009 | Potency, µM (top dose mostly 57.5 µM), for inactives: at the highest dose activation, usual class: activators | purified PKM2, Kinase-Glo ATP luminescence, activation; response scale: 0% is enzyme alone, no compound; further: potency means the concentration at half of the fitted maximal effect; on the % scale 0 is the no-effect control and ±100 the full control effect; nearly all actives have a fitted effect of over 55% in size
#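 ATP formation by purified human PK-M2, quantified via coupled luciferase luminescence after 1 h at room temperature with 0.1 mM ADP and 0.5 mM PEP final.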
# GALK inh = qHTS Assay for Inhibitors of Human Galactokinase (GALK). P51570. Purified GALK, Kinase-Glo residual ATP luminescence. Potency, µM (series often up to 57.5 µM), for the others: top-dose activity change, negative = inhibition, usual class: inhibitors. hit rate 0.007% among 270,000. AID 1868, 2009; further: potency means the concentration at half of the fitted maximal effect; on the % scale 0 is the no-effect control and ±100 the full control effect
#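 Kinase-Glo Plus luminescence measured ATP left after a 1 h room-temperature reaction. The reaction used 5 nM GALK, 100 uM galactose and 35 uM ATP at pH 8.0 (20 mM HEPES, 5 mM MgCl2, 60 mM NaCl, 1 mM DTT, 0.01% BSA).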
# B2AR arrestin = qHTS assay of beta-arrestin-biased ligands of beta2-adrenergic receptor. beta-arrestin recruitment to beta2AR, cell-based reporter. Potency, µM (highest dose often 46.1 µM), for inactives: top-dose activation, usual class: activators. hit rate 0.02% among 330,000;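 further: potency means the concentration at half of the fitted maximal effect; 0% = DMSO controls and full agonism = EC100 isoproterenol or metaproterenol; nearly all actives have a fitted effect of over 65% in size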
# TRPV1 agonist = HTS Assay for Compounds that Act as Agonists of the Vanilloid Receptor 1 | TRPV1-expressing cells, Fluo-8 calcium influx, agonist mode | activation, % at 8.33 µM | hit rate 0.19% among 320,000; in the data active means activation above about 80%; inconclusive means between about 30% and that limit; further: 0% is about no effect
# Target sequence (Q8NER1 whole entry, looked up): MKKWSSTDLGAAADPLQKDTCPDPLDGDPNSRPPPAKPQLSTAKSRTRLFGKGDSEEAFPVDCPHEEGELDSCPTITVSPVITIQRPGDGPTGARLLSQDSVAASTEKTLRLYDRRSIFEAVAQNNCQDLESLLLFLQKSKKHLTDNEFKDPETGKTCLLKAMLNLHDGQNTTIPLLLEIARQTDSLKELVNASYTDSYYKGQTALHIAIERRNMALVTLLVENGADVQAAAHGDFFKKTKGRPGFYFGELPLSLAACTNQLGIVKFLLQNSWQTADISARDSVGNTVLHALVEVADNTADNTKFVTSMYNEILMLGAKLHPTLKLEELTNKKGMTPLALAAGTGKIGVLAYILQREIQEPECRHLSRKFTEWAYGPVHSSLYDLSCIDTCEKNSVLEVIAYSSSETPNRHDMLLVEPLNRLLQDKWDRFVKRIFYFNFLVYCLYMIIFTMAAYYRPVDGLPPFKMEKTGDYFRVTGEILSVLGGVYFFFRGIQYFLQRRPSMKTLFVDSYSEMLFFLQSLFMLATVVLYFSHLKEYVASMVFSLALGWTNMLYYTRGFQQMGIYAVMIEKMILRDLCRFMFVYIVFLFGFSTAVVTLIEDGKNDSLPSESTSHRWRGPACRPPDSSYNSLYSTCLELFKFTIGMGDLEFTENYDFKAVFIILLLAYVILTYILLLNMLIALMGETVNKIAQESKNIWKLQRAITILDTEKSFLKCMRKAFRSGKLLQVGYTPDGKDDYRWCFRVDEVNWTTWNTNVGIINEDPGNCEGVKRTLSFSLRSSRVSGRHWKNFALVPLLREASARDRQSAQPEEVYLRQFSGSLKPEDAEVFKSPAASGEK
#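 Cells expressing TRPV1 were dye-loaded with Fluo-8 and read kinetically: 10 s baseline, 3 min after compound (agonist portion), then 2 min after EC20 capsaicin (allosteric enhancer portion). Calcium-bound dye fluorescence at 480/520 nm.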
# Giardia kill = Small Molecules that selectively kill Giardia lamblia: qHTS. Giardia lamblia trophozoite viability. activity change, % at 7.66 µM, hits read low. hit rate 0.15% among 340,000. AID 540267, 2011; in the data active means activity change below about -80%; inconclusive means between about -30% and that limit;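 further: parasites exposed to compound for two days anaerobically before the ATP read; on the % scale 0 is the no-effect control and ±100 the full control effect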
#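 Trophozoite viability was measured as ATP-dependent luminescence, read 15-30 min after reagent addition. Before that, parasites at 100 cells/well were exposed to compounds for 48 h, anaerobically, at 37 deg C.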
# KCNH2 3.1 block = qHTS for Inhibitors of KCHN2 3.1: Mutant qHTS | Potassium voltage-gated channel subfamily H member 2, brain isoform KCNH2 3.1 (human) | activity change, % (tested at about 1.8 µM) | U2OS KCNH2 3.1, thallium flux FluxOr; hits give low values | hit rate 0.95% among 340,000;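 active means maximum activity change below -70%; inconclusive means maximum activity change from -70% to -50%; inactive means maximum activity change above -50%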;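 further: thallium influx rate constant from kinetic fluorescence after stimulation buffer; on the % scale 0 is the no-effect control and ±100 the full control effect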
#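 Thallium flux read-out: FluxOr dye with Red40 quencher in HBSS/HEPES, 45 min at RT. Rate constants from kinetic reads were normalized to positive and negative DMSO controls. Cells: U2OS virally expressing the 3.1 isoform.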
# hERG WT inh = qHTS for Inhibitors of KCHN2 3.1: Wildtype qHTS; Voltage-gated inwardly rectifying potassium channel KCNH2 (Homo sapiens), Q12809; U2OS, BacMam KCNH2, thallium flux FluxOr; hits give low values; activity change, % at 1.84 µM; hit rate 0.37% among 340,000; AID 720551, 2013;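 active means maximum activity change below -70%; inconclusive means maximum activity change between -70% and -50%; inactive means maximum activity change above -50%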; further: on the % scale 0 is the no-effect control and ±100 the full control effect
#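 U2OS cells transduced with wild-type KCNH2 virus are loaded with FluxOr dye for 45 min, and thallium flux is measured in kinetic reads before and after stimulation buffer. Rate constants are normalized to DMSO controls.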
# CXXC DNA block = qHTS Fluorescence Polarization Assay for Inhibitors of MLL CXXC domain - DNA interaction. hit rate 0.037% among 290,000. Potency, µM (series often up to 115 µM), without a hit: at the top dose activity change, negative = inhibition, hits mostly inhibitors. MLL-CXXC / FITC-HOXA9 DNA fluorescence polarization. Histone-lysine N-methyltransferase 2A (Homo sapiens), Q03164; active means well fitted inhibition curve with a large enough effect in the polarisation, with a control signal flat, not every such curve was filed as active; inconclusive means small, poorly fitted or top-dose-only effect, or effect the other way, or a change in a side signal; inactive means no such curve, though single readings can be large or run the other way; the % refers to the polarisation; further: potency means the concentration at half of the fitted maximal effect
#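 Steps: dispense CXXC domain solution (7 uM) → pin compounds or unlabeled HOX-A9 DNA control → 5 min ambient → add FLSN-HOX-A9 solution (50 nM) → spin → 30 min ambient → fluorescence polarization. Tris pH 7.5/NaCl/DTT/BSA buffer.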
# USP2a block = qHTS Assay for Inhibitors of Ubiquitin-specific Protease USP2a Using CHOP2 as the Reporter; Ubiquitin carboxyl-terminal hydrolase 2 (Homo sapiens), O75604; USP2 core, Ub-CHOP2 coupled fluorogenic reporter, 485/531; Potency, µM (series often up to 38.3 µM), for inactives: at the top dose activity change, negative = inhibition, actives largely listed as inhibitors; hit rate 0.01% among 330,000; AID 463254, 2010;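 further: potency means the concentration at half of the fitted maximal effect; plate controls were DMSO wells for no effect and full inhibition by NEM control for full effect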
#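 USP2 core (10nM final) preincubated 30min RT with compound in 20mM Tris-HCl pH 8.0, 2mM CaCl2, 2mM beta-mercaptoethanol, 0.05% CHAPS; 25nM Ub-CHOP2 plus 25nM reporter substrate added, fluorescence (Ex485/Em531) read after 60min.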
# Coupling enz = qHTS Assay for Inhibitors of Fructose-1,6-bisphosphate Aldolase from Giardia Lamblia: Coupling assay counterscreen. hit rate 0.67% among 290,000. activity change, negative = inhibition, % at 58.2 µM, hits read low. AID 2472, 2010. coupling enzyme system counterscreen, AmpLite Red fluorescence; in the data active means activity change below about -30%; further: on the % scale 0 is the no-effect control and ±100 the full control effect
#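 Final compound at 57.5 uM, incubated 10 min at RT with coupling enzyme reagent (glyceraldehyde-3-phosphate), then 20 min with substrate and AmpLite Red detection. Fluorescence read at 525/598 nm; tests interference with the coupling assay, not aldolase inhibition.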
# Menin-MLL TR inh = qHTS Assay for Inhibitors Targeting the Menin-MLL Interaction in MLL Related Leukemias: Competition With Texas Red Labeled MLL-derived Mutant Peptide. Potency, µM (series often up to 61.6 µM), for inactives: at the top dose FP activity change, negative = inhibition, hits mostly inhibitors. hit rate 0.23% among 270,000. O00255. Menin + Texas Red MLL mutant peptide, fluorescence polarization; active means well fitted inhibition curve with a large enough effect in the polarisation, with a control signal flat, not every such curve was filed as active; inconclusive means small, poorly fitted or top-dose-only effect, or effect the other way, or a change in a side signal; inactive means no such curve, though single readings can be large or run the other way; the % refers to the polarisation; further: potency means the concentration at half of the fitted maximal effect; % of control where 0% means no effect; many of its hits are not listed in these tables
# The depositor's hits bear a star; ? = inconclusive; / = no result given; [ ] = remark or other dose. Unless noted, the call rests on the fitted dose curve; in most records, active means well fitted curve in the direction sought with a large enough effect; inconclusive means small, poorly fitted or top-dose-only effect, or another doubt; inactive means no such curve, though single readings can be large; an effect the other way counts as inactive or inconclusive.
smiles,PKM2 activator,GALK inh,B2AR arrestin,TRPV1 agonist,Giardia kill,KCNH2 3.1 block,hERG WT inh,CXXC DNA block,USP2a block,Coupling enz,Menin-MLL TR inh
Cn1c(=O)c2c(ncn2CCCC(=N)N2CCOCC2)n(C)c1=O,1%,7%,0.0%,3,-26,-12,-21,9%,2%,0,16%
CCOC(=O)c1ccc(-n2c(CCC(=O)O)ccc2-c2cccs2)cc1,?,-1%,-0.4%,-3,-2,11,3,-4%,1%,15,3%
O=C(CSc1ccccn1)Nc1ccc2c(c1)oc1ccccc12,-1%,/,-1.1%,3,-15,4,-2,0%,-4%,3,-1%
O=C(c1cccs1)N1CCN(C2CCCCC2)CC1,11%,-1%,-1.9%,5,11,-14,9,1%,5%,0,24%
COc1ccc(S(=O)(=O)NCC2CCCN(Cc3cn(C)nc3C)C2)cc1 (stereo not given),/,4%,-0.1%,-1,-27,15,10,7%,-1%,-1,3%
O=C(Nc1ccccc1)Nc1cccn(Cc2c(F)cccc2Cl)c1=O,0%,-3%,-0.7%,?,6,-32,/,-3%,9%,-15,?
COc1ccc2nc3ccccc3nc2c1,-15%,6%,-0.2%,-1,8,3,-1,-9%,3%,-17,-1%
Cc1cc(S(=O)(=O)NCC(C)C)ccc1OCC(=O)NC1CC1,-17%,5%,-0.5%,-2,-10,/,11,5%,1%,/,/
Cc1cc(C)c(NC(=O)OCCN2CCOCC2)c(C)c1,-7%,7%,0.0%,-1,9,8,-2,1%,-1%,9,1%
COc1ccc(N2CCN(CC(=O)Nc3nnc(-c4ccccc4)s3)CC2)cc1,-11%,-3%,-0.4%,20,-8,-9,-2,-3%,1%,-1,8%
COCCOC(=O)c1c(NC(=O)CN(C)c2ccccc2)sc(C(N)=O)c1C,0%,-1%,0.0%,7,-4,5,6,-2%,0%,0,-10%
CC(C)CNC(=S)N(CCN(C)C)Cc1cc2cc3c(cc2[nH]c1=O)OCO3,1%,-6%,-0.6%,?,11,-8,15,-3%,-2%,1,-7%
CCC(C)NCCCOc1ccc([N+](=O)[O-])cc1 (stereo not given),-7%,/,-0.6%,-12,-12,-32,-20,11%,3%,0,-7%
COc1ccc(NC(=O)c2cc(OC)c(OC)c(OC)c2)cc1S(=O)(=O)N1CCCCC1,1%,-2%,0.2%,3,2,4,-19,-3%,0%,0,-8%
Cc1ccc(OCC(=O)NNC(=O)Cn2c(=O)cnc3ccccc32)cc1,/,/,0.3%,-1,0,4,-2,/,1%,/,/
Nn1c(COc2ccccc2F)nnc1SCC(=O)NC1CCS(=O)(=O)C1 (stereo not given),/,/,-1.2%,-5,2,4,10,/,-1%,/,/
C/C(=N\N1C(=O)c2ccccc2C1=O)c1cccc([N+](=O)[O-])c1,4%,2%,5.7%,1,9,-2,-9,0%,2%,-1,1%
CCN(CC)Cc1nc2c(c(=O)[nH]1)C1(CCCCC1)Cc1ccccc1-2,11%,1%,-0.1%,?,3,1,-3,4%,2%,-3,-23%
Cc1c(C(=O)NNC(=O)c2csc(N3CCOCC3)n2)oc2ccccc12,/,/,-0.3%,6,-11,-2,-5,/,0%,/,/
CC(C)Cn1c(SCC(=O)Nc2ccc3[nH]c(=O)[nH]c3c2)nc2ccccc2c1=O,/,/,-2.1%,?,3,1,-2,/,-2%,/,/

# Two compounds from above with just TRPV1 agonist:
Compound | TRPV1 agonist
Cc1cc(S(=O)(=O)NCC(C)C)ccc1OCC(=O)NC1CC1 | -2
Cc1cc(C)c(NC(=O)OCCN2CCOCC2)c(C)c1 | -1

# The list continues:
smiles,PKM2 activator,GALK inh,B2AR arrestin,TRPV1 agonist,Giardia kill,KCNH2 3.1 block,hERG WT inh,CXXC DNA block,USP2a block,Coupling enz,Menin-MLL TR inh
Cc1ccc(CN2CCN(CC(C)C)C(CCO)C2)s1 (stereo not given),2%,1%,0.2%,2,-26,-8,-1,40%[activator],0%,2,-10%
Cn1c2c(c(=O)n(C)c1=O)CN(CCc1ccccc1)CN2,0%,0%,-0.2%,-4,-18,-14,-9,0%,-1%,1,16%
O=C(OCC(=O)c1c[nH]c2ccccc12)c1cc2ccccc2cc1O,7%,1%,-0.3%,12,8,-6,2,20%,1%,-6,?
O=C(NNc1ccc(F)cc1F)C1CCC1,1%,3%,-0.2%,-2,-3,-42,0,-5%,3%,2,/
COC(=O)c1c(NC(C)=O)sc2c1CCCC2,9%,-1%,0.0%,-4,8,1,0,-3%,-2%,-5,0%
Cc1cccc(C(=O)Nc2ccnc(-c3cccnc3)n2)c1,0%,0%,-0.4%,3,-9,-7,-5,?,3%,-1,-1%
CCc1ccccc1NC(=O)c1cc(C)no1,/,1%,-1.0%,0,5,13,-10,11%,1%,0,-1%
CCOc1cc(C(=O)NCc2ccco2)cc(OCC)c1OCC,1%,-2%,-0.9%,14,-4,-4,0,0%,1%,1,-9%
COc1cccc(C(=O)OCCN2C(=O)c3ccccc3C2=O)c1OC,-2%,3%,0.2%,3,-12,-1,-12,4%,-2%,3,-12%
Cc1cc(C)c(NC(=O)CS(=O)CC(=O)Nc2ccc(-n3cnnn3)c(C)c2)c(C)c1 (stereo not given),/,3%,-0.3%,0,2,-6,2,9%,-7%,-2,-5%
O=C(N/N=C/c1cc(Br)cs1)c1ccc2c(c1)OCCO2,0%,-1%,-0.4%,/,-27,0,-1,-1%,-1%,-4,/
CC(=O)Nc1ccc(NC(=O)CSc2nnc(C3CC3)n2C)cc1,9%,3%,0.1%,0,-16,9,6,12%,-2%,0,6%
Cc1ccc(NS(=O)(=O)c2ccc(C(=O)NCC3CCCO3)cc2)cc1 (stereo not given),3%,12%,0.2%,3,20,7,3,4%,1%,-1,0%
COc1cc(C2NC(=S)NC(C)=C2C(=O)OC(C)C)ccc1OC(C)C (stereo not given),12%,-2%,-0.8%,0,6,-1,-6,4%,0%,-1,5%
Cc1cc(C(=O)N/N=C2\CCCC(C)C2)n[nH]1 (stereo not given),-13%,-3%,-1.0%,8,-12,-8,9,-2%,1%,3,/
COc1cc(OC)cc(C(=O)NC2CCN(Cc3nnnn3Cc3cccs3)CC2)c1,1%,2%,-0.3%,0,-18,-16,0,9%,2%,5,-2%
CCOC(=O)CNC(=O)N1CCCC(N(C)CCc2ccccc2)C1 (stereo not given),-3%,5%,-4.3%,4,23,10,45,-3%,-6%,-1,14%

# Part of the list above, with each value named.
Cc1ccc(CN2CCN(CC(C)C)C(CCO)C2)s1 (stereo not given)
  PKM2 activator = 2%; GALK inh = 1%; B2AR arrestin = 0.2%; TRPV1 agonist = 2; Giardia kill = -26; KCNH2 3.1 block = -8; hERG WT inh = -1; CXXC DNA block = 40%[activator]; USP2a block = 0%; Coupling enz = 2; Menin-MLL TR inh = -10%
Cn1c2c(c(=O)n(C)c1=O)CN(CCc1ccccc1)CN2
  PKM2 activator = 0%; GALK inh = 0%; B2AR arrestin = -0.2%; TRPV1 agonist = -4; Giardia kill = -18; KCNH2 3.1 block = -14; hERG WT inh = -9; CXXC DNA block = 0%; USP2a block = -1%; Coupling enz = 1; Menin-MLL TR inh = 16%
O=C(OCC(=O)c1c[nH]c2ccccc12)c1cc2ccccc2cc1O
  PKM2 activator = 7%; GALK inh = 1%; B2AR arrestin = -0.3%; TRPV1 agonist = 12; Giardia kill = 8; KCNH2 3.1 block = -6; hERG WT inh = 2; CXXC DNA block = 20%; USP2a block = 1%; Coupling enz = -6; Menin-MLL TR inh = ?
O=C(NNc1ccc(F)cc1F)C1CCC1
  PKM2 activator = 1%; GALK inh = 3%; B2AR arrestin = -0.2%; TRPV1 agonist = -2; Giardia kill = -3; KCNH2 3.1 block = -42; hERG WT inh = 0; CXXC DNA block = -5%; USP2a block = 3%; Coupling enz = 2; Menin-MLL TR inh = /

# The list is partial; count on the stated rates, not on these rows.
